# High-throughput results deposited in PubChem BioAssay by several laboratories.
# TRPC6 activator: mouse TRPC6 channel activators, primary screen, cell-based, HEK293, membrane potential dye | Short transient receptor potential channel 6 (Mus musculus), Q61143 | HEK293-TRPC6 membrane potential dye fluorescence; hits give high values | B-score at 10 µM | hit rate 0.13% among 310,000 | AID 2550, 2010;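 active = B-score of the integrated fluorescence ratio above library mean plus 3 SD, and starting fluorescence ratio within library mean plus 5 SD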;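 also: higher score means more depolarization so channel activation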
# TRPC4 agonist: activators of mouse TRPC4 channel, primary screen, Fluo4 calcium, HEK293 TRPC4beta/mu-opioid cells; Fluo4 calcium fluorescence; hits give high values; hit rate 0.49% among 310,000; AID 2237, 2010; B-score at 10 µM;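 active = B-score above 5 SD of library B-scores, and initial fluorescence ratio not above library mean plus 5 SD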;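 also: positive B-score marks a calcium rise read as TRPC4 activation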
# Target sequence (Q9QUQ5 whole entry, looked up): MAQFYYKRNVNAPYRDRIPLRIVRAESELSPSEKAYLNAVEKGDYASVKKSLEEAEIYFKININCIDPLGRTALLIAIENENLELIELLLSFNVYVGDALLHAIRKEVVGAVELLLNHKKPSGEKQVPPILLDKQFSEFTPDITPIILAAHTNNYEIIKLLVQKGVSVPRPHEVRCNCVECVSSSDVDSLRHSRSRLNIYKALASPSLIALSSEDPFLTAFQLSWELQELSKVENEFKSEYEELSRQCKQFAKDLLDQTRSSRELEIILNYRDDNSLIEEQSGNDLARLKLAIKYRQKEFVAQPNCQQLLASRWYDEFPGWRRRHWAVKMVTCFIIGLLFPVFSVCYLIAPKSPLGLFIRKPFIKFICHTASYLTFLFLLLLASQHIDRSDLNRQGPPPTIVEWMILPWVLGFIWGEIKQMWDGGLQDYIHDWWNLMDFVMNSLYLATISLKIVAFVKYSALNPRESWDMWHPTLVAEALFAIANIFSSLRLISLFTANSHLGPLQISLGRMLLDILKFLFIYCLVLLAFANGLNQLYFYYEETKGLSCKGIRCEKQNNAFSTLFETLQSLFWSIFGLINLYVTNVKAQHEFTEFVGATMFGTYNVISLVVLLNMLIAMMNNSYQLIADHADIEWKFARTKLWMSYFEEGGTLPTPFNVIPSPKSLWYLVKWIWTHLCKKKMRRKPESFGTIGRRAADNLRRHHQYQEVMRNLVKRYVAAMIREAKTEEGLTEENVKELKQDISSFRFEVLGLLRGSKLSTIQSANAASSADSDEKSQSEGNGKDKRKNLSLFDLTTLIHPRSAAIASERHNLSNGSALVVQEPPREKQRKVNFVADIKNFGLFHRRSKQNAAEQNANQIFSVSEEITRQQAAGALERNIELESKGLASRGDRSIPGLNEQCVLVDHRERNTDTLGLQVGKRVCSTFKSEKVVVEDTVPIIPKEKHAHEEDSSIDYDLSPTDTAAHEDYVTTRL
#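 Assay system: HEK293 stable line with TRPC4beta plus mu-opioid receptor; schedule: 45 min room-temperature Fluo4 loading, 110 s read; technique: kinetic Fluo4 calcium fluorescence; evaluation: integrated baseline-normalised fluorescence ratio, converted to per-well B score; controls: buffer (low) and maximal DAMGO (high)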
# MrgX1 antag: antagonists of human MrgX1 receptor, primary screen, HEK293 cells, Fluo-4 calcium flux; Mas-related G-protein coupled receptor member X1 (Homo sapiens), Q96LB2; hit rate 1.3% among 310,000; AID 588676, 2011; B-score at 10 µM; BAM8-22 antagonism; hits give low values;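 active = calcium-response B-score plate-corrected more than 3 library SD below zero, starting fluorescence within 5 deviations, no agonist response on first addition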;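 also: peak minus trough fluorescence over baseline after final BAM8-22 challenge near maximal dose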
# AI-2 QS modul: Vibrio harveyi AI-2 quorum sensing modulators, primary screen, JMH597 strain, luminescence/OD600 ratio. Vibrio harveyi JMH597 AI-2 luminescence/OD600 ratio, 9 h; hits give low values; strain lacks LuxN and CqsS sensors; 0 = neutral-control median. activity change, % at 7.5 µM. hit rate 0.4% among 300,000. AID 2094, 2009; in the data active = activity change below about -75%, passing the limit was not always enough;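 also: luminescence divided by OD600 gain over 9 h not by final OD600 alone; inactives centre near 13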
# TRPC4 block: inhibitors of mouse TRPC4 channel, primary screen, Fluo4 calcium, HEK293 TRPC4beta/mu-opioid cells; Short transient receptor potential channel 4 (Mus musculus), Q9QUQ5; DAMGO-evoked Fluo4 calcium flux; hits give low values; B-score at 10 µM; hit rate 0.39% among 300,000; AID 2247, 2010;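 active = B-score over 3 SD under the library average, no early fluorescence shift, positive overall ratio signal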
#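 Assay system: Stable TRPC4beta/mu-opioid receptor HEK293 cells | Reagent: DAMGO in two steps, submaximal then maximal | Compound dosing: Single concentration per test compound | Signal: Fluo4 Ca2+ flux fluorescence | Evaluation: Per-well B score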
# HIF activator: HIF pathway transcriptional activators, primary screen, cell-based, U2OS HRE-luciferase, luminescence. U2OS HRE-luciferase reporter; normalized: DMSO 0%, desferrioxamine 100%. activation, % at 7.5 µM (by protocol). hit rate 0.32% among 300,000;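 active = mean activation of at least 10% of the iron chelator positive control signal, with at least half of replicates also reaching 10%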
# MrgX1 ag: agonists of human MrgX1 receptor, primary screen, HEK293 cells, Fluo-4 calcium flux; Fluo-4 calcium fluorescence, agonist mode; hits give high values; B-score at 10 µM; hit rate 0.44% among 310,000;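 active = calcium response B-score plate-corrected fluorescence ratio at least 3 library SD, with starting fluorescence B-score inside 5 SD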
#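 Test system: HEK293 cells stably expressing human MrgX1 receptor; Input: fifteen thousand cells per well; Dosing: compound delivered in addition one of three; Schedule: overnight seeding, then 1 h dark dye loading; Technique: Fluo-4 NW calcium fluorescence; Measure: B-scored fluorescence response ratio; Controls: positive and negative controls per plate.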
# TRPC4 PAM: positive allosteric modulators of TRPC4, primary screen, cell-based, mouse TRPC4beta, HEK293 mu-opioid, Fluo-4 calcium; Short transient receptor potential channel 4 (Mus musculus), Q9QUQ5; DAMGO EC20, Fluo-4 Ca2+ flux; hits give high values; B-score at 10 µM; hit rate 0.42% among 310,000; AID 2227, 2009;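 active = B-score of calcium response area above 5 SD of library B-scores, with initial fluorescence ratio within 5 SD of library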;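 also: B-score of integrated fluorescence ratio over time as area under calcium response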
# PolyA inh: polyadenylation inhibitors in yeast reporter cells, primary screen, luminescence, S. cerevisiae; S. cerevisiae SKY197-pL101 polyadenylation reporter, beta-gal luminescence; efflux-impaired pdr1/pdr3 knockout yeast; score 100 = 6 SD above DMSO; calls only at 12 µM; hit rate 0.02% among 300,000;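 active = lowest replicate activity score at least 50, where 100 means six control SD above control mean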;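 also: yeast exposed to compound for 9 h at 30 °C; higher score means more reporter readthrough which indicates perturbed polyadenylation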
# MrgX1 PAM: positive allosteric modulators of MrgX1, primary screen, HEK293 cells, Fluo-4 calcium flux. hit rate 0.63% among 310,000. Mas-related G-protein coupled receptor member X1 (Homo sapiens), Q96LB2. FDSS; hits give high values. B-score at 10 µM. AID 588675, 2011;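 active = plate-corrected calcium response at least 3 library SD above typical, normal starting fluorescence, not activating the receptor alone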;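 also: compound read alongside a low EC10 to EC30 dose of BAM8-22 agonist; peak minus trough fluorescence over baseline measured at the second addition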
# TRPC6 inhibitor: mouse TRPC6 channel inhibitors, primary screen, cell-based, HEK293, membrane potential dye; Short transient receptor potential channel 6 (Mus musculus), Q61143; ACh-evoked depolarization; hits give low values; B-score at 10 µM; hit rate 1.1% among 310,000;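 active = B-score under library mean minus 3 SD, initial fluorescence not abnormally high, positive integrated signal ratio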;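 also: B-score derived from integrated fluorescence ratio over the kinetic read; more negative B-score means stronger inhibition of depolarization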
# Numbers without * were called inactive; i = inactive; . = not tested or not shown. These rows are one share of the data, so the mix of outcomes need not match the whole.
SMILES,TRPC6 activator,TRPC4 agonist,MrgX1 antag,AI-2 QS modul,TRPC4 block,HIF activator,MrgX1 ag,TRPC4 PAM,PolyA inh,MrgX1 PAM,TRPC6 inhibitor
O=C(Cn1c(=O)oc2cc(S(=O)(=O)N3CCCC3)ccc21)Nc1ccc(C(F)(F)F)cc1,i,i,i,17,i,-2.8,i,i,i,i,i
Cc1ccc(C)c(N2CCN(C(=O)c3csc4ccccc34)CC2)c1,i,i,i,16,i,-0.1,i,i,i,i,i
O=C(c1ccccc1)N1CCN(C(=O)c2ccncc2)CC1,i,i,i,19,i,0.7,i,i,i,i,i
Cc1ccc(NC(=O)Nc2ccc(S(N)(=O)=O)cc2)cc1,i,i,i,25,i,0.3,i,i,i,i,i
N#CC1CC(c2ccccc2)Nc2cc(Cl)ccc2N1 (stereo not given),i,i,i,3,i,3.3,i,i,i,i,i
COC(=O)c1ccccc1NC(=O)Nc1nnc(N2CCC(C)CC2)s1,i,i,i,12,i,-0.1,i,i,i,i,i
CCOC(=O)c1cnn(-c2ccccc2)c1-n1cccc1C(=O)C(=O)N(CC)CC,i,i,i,6,i,0.2,i,i,i,i,i
O=C(NCc1ccccn1)c1c(Cl)cccc1Cl,i,i,i,13,i,-0.1,i,i,i,i,i
O=C(Nc1ccc(F)c([N+](=O)[O-])c1)c1ccc2c(c1)OCCO2,i,i,i,19,i,1.3,i,i,i,i,i
COc1ccc(N/N=C(\C#N)C(=N)N2CCCCC2)cc1,i,i,i,29,i,4.1,i,i,i,i,i
Cc1ccc2oc(=O)cc(CN3CC(C)OC(C)C3)c2c1 (stereo not given),i,i,i,29,i,-0.2,i,i,i,i,i
O=C(NNC(=O)c1ccccc1OCc1ccccc1Cl)c1csc(N2CCOCC2)n1,i,i,i,6,i,0.1,i,i,i,i,i
CCOC(=O)c1ccc(NNC(=O)CC)c([N+](=O)[O-])c1,i,i,i,21,i,-0.2,i,i,i,i,i
CCOC(=O)C1(Cc2cccc(OC)c2)CCN(Cc2ccc(C)s2)CC1,i,i,i,16,i,-0.1,i,i,i,i,i
Clc1ccc(Cn2ncc3c(N4CCCCC4)ncnc32)c(Cl)c1,i,i,i,20,i,-0.1,i,i,i,i,i
Cc1ccc2c(c1)c(CC(=O)Nc1ccc(C)c(F)c1)c(C(=O)O)n2C,i,i,i,10,i,-0.2,i,i,i,i,i
O=C(NCc1ccccc1Cl)c1ccc(-c2ccccc2)cc1,i,i,i,33,i,0.6,i,i,i,i,i
CSc1nc(C)c2c(n1)N(c1ccc(O)cc1)CC2,i,i,i,6,i,0.1,i,i,i,i,i
COc1ccc(OCc2nc(C#N)c(N3CCN(c4ccc(OC)cc4)CC3)o2)cc1,i,i,.,18,i,0.4,.,i,i,.,i
C/C(=N/NC(=O)CNC(=O)C1COc2ccccc2O1)c1ccc2c(c1)OCCO2 (stereo not given),i,i,i,23,i,0.1,i,i,i,i,i
COc1ccc(-c2cc3c(=O)n(CC(=O)NCc4cccnc4)nc(C)n3n2)cc1,i,i,i,1,i,0.9,i,i,i,i,i
O=C(NNC(=O)c1cccs1)c1ccc(Cl)c(Cl)c1,i,i,i,21,i,0.6,i,i,i,i,i
Cc1ccc(CSc2[nH]c(=O)ncc2C)cc1,i,i,i,15,i,-0.9,i,i,i,i,i
Cc1ccc2c(c1)c(N=NC(N)=S)c(O)n2Cc1ccccc1,i,i,i,16,i,0.3,i,i,i,i,i
O=C(Cn1cc2c(n1)CCCC2)Nc1ccccc1Cl,i,i,i,7,i,0.3,i,i,i,13*,i
CCC(C)NC(=O)CSc1nc2n[nH]c(C)c2c(=N)n1-c1ccc(OC)cc1 (stereo not given),i,i,i,19,i,-0.3,i,i,i,i,i
CCOC(=O)c1sc2nc3c(SCC(=O)O)cc(C(=O)c4cc(F)ccc4O)cn3c(=O)c2c1C,i,i,i,26,i,0.2,i,i,i,i,i
CCc1ccccc1SCc1noc(C(=O)NCC2CCCO2)c1C(=O)O (stereo not given),i,i,i,10,i,-1.1,i,i,i,i,i
COc1cc(C)ccc1OCc1cc(C(=O)N2CCN(C3CCCCC3)CC2)no1,i,i,i,-3,i,3.1,i,i,i,i,i
COc1cc(C(=O)NCCC(=O)NCCN2CCCCCC2)cc(OC)c1OC,i,i,i,56,.,0.0,i,i,i,i,i
COc1ccc(/C=N/NC(=O)C[n+]2ccccc2)c(OC)c1OC,i,i,i,20,i,-0.2,i,i,i,i,i
O=S(=O)(Nn1cnnc1)c1ccccc1,i,i,i,22,i,0.4,i,i,i,i,i
COc1ccc(N(CC(=O)NCCc2ccccc2)C(=O)CCC(=O)Nc2ccccn2)cc1,i,i,i,4,i,-0.5,i,i,i,i,i
Cc1ccnc(NC(=O)CCC(=O)N(Cc2ccco2)C(C(=O)NC(C)C)c2ccc(F)cc2)c1 (stereo not given),i,i,i,8,i,-0.1,i,i,i,i,i
CCCN(C(=S)Nc1ccccc1)C1CCS(=O)(=O)C1 (stereo not given),i,i,i,15,i,-0.1,i,i,i,i,i
CCn1cc(C(=O)N[C@@H](CCSC)C(=O)NCCCN2CCOCC2)c(=O)c2cc3c(cc21)OCO3,i,i,i,2,i,-0.5,i,i,i,i,i
C[C@H](NC(N)=O)C(=O)OCC(=O)NCc1cccs1,i,i,i,12,i,0.1,i,i,i,i,i
Cc1cc(C(=O)N2CCC(CO)(Cc3cccc(C(F)(F)F)c3)CC2)n[nH]1,i,i,i,-5,i,-0.1,i,i,i,i,i
CC(=O)c1c(O)cc(C)n(Nc2nc(C)cc(C)n2)c1=O,i,i,i,48,i,-0.5,i,i,i,i,i
CNC(=S)N/N=C/c1ccccc1OCC(=O)O,i,i,i,5,i,0.3,i,i,i,i,i
O=C(CCc1ccccc1O)N/N=C/c1ccc(Sc2cccc3cccnc23)o1,i,i,i,32,i,-0.8,i,i,i,i,i
Cc1ccc(C)c(NC2CCCCC2NS(=O)(=O)c2ccccc2)c1 (stereo not given),i,i,i,4,i,-0.2,i,i,i,i,i
CC(=O)N1c2ccc(S(=O)(=O)N3CCC(C(=O)NC(C)c4ccccc4)CC3)cc2CC1C (stereo not given),i,i,i,27,i,-0.3,i,i,i,i,i
COc1ccc(NC(=O)c2nn(C)c(C(=O)Nc3ccc(OC)cc3)c2[N+](=O)[O-])cc1,i,i,i,8,i,-0.6,i,i,i,i,i
O=Cc1cn(CC(=O)N2CCCCCC2)c2ccccc12,i,i,i,11,i,-0.4,i,i,i,i,i
Cc1cnn(C(=S)NCc2ccco2)c1,i,i,i,27,i,-0.4,i,i,i,i,i
Cc1cccc(N2CCN(C(=O)CCS(=O)(=O)c3ccc4c(c3)NC(=O)C(C)S4)CC2)c1C (stereo not given),i,i,i,19,i,-0.6,i,i,i,i,i
COc1ccc(NC(=O)CS(=O)CC(=O)NCC2OCCc3ccccc32)cc1 (stereo not given),i,i,i,30,i,-0.4,i,i,i,i,i
O=C(OCc1nc2ccccc2[n+]([O-])c1C(=O)c1ccccc1)c1cccs1,i,i,i,12,i,0.0,i,i,i,i,i
Cn1cc(CN2CCN(CC(C)(C)C)C(CCO)C2)c2ccccc21 (stereo not given),i,i,i,10,i,0.6,i,i,i,i,i
COc1ccc(OC)c(N=c2oc3cc(O)ccc3cc2C(N)=O)c1,i,i,i,13,i,0.3,i,i,i,i,i
COc1ccc(S(=O)(=O)N2CC(C)N(C(=O)N(C)C)C2C(C)C)cc1 (stereo not given),i,i,i,9,i,0.1,i,i,i,i,i
O=C(CC1CCCC1)NCCS(=O)(=O)N1CCN(c2ccc(F)cc2)CC1,i,i,i,18,i,-2.7,i,i,i,i,i
Cc1cc(C)cc(NC(=O)Cn2c(-c3ccccc3Cl)nc3ccccc32)c1,i,i,i,3,i,0.3,i,i,i,i,i
CC(C)=CCOc1ccc2ccc(=O)oc2c1,i,i,i,7,i,0.8,i,i,i,i,i
O=C(NCC1CCS(=O)(=O)C1)NCC1CCS(=O)(=O)C1 (stereo not given),i,i,i,15,i,-0.3,i,i,i,i,i
CC(=O)c1sc(NC(=O)c2ccc(Cn3cc(Br)cn3)o2)nc1C,i,i,i,26,i,0.2,i,i,i,6.5*,i
COC(=O)c1sccc1-n1cc(C#N)c(=O)n(C)c1=O,i,i,i,-3,i,-0.2,i,i,i,i,i
Cc1cccc(Nc2nnc(SCC(=O)Nc3ncc(C(F)(F)F)cc3Cl)s2)c1C,i,i,i,25,i,-0.1,i,i,i,i,i
CCCS(=O)(=O)N1CCCC(C(=O)NC2CCCCC2)C1 (stereo not given),i,i,i,34,i,-0.2,i,i,i,i,i

# (list continues)
SMILES,TRPC6 activator,TRPC4 agonist,MrgX1 antag,AI-2 QS modul,TRPC4 block,HIF activator,MrgX1 ag,TRPC4 PAM,PolyA inh,MrgX1 PAM,TRPC6 inhibitor
O=C(COC(=O)CCc1ccc(S(=O)(=O)N2CCOCC2)cc1)NCc1ccccc1Cl,i,i,i,51,i,-0.5,i,i,i,i,i
CCN(CC)CCNC(=O)c1c(O)c2c([nH]c1=O)CCCC2,i,i,i,18,i,.,i,i,i,i,i
Cc1nc(-c2nc(-c3c(C(=O)NNC(=O)Nc4ccccc4)noc3C)cs2)cs1,i,i,i,9,i,0.5,i,i,i,i,i
O=C(NC(c1ccccc1)c1ccccc1)C1CCCC1,i,i,i,0,i,-0.3,i,i,i,i,i
